Assay outcomes deposited in PubChem BioAssay by Broad Institute.
ARNT-TACC3 inh – disrupts binding between human ARNT and TACC3; AlphaScreen His-ARNT PAS-B/GST-TACC3 binding, luminescence; TACC3 fragment carries E629A point mutation; inhibition, % at 9.99 µM; 390,000 compounds, 0.66% hits;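 active = mean inhibition of replicates at least 50% and at least half of replicates each reaching 50%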;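 also: 0% = complete ARNT plus TACC3 wells and 100% = ARNT alone without TACC3; many hits fall short of the cut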
F508del corr – CFTR F508del correction in bronchial cells; CFBE cells, YFP halide quenching; stimulated with forskolin plus potentiator P3; % fluorescence drop versus neutral controls; activity (quench increase), % at 7.58 µM; 350,000 compounds, 0.36% hits; AID 720511;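 active = mean added fluorescence quench of at least 8% versus neutral control, with both replicates also reaching 8%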;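 also: cells transiently co-express mutant CFTR-F508del with the halide-sensitive YFP; corrector assay measuring rescue of mutant channel to the surface after 24 h compound exposure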
RAD52 inh – RAD52 (human) annealing inhibition; 360,000 compounds, 0.46% hits; AID 651710; inhibition, % at 18.7 µM; P43351; recombinant RAD52 DNA annealing, FRET fluorescence;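 active = every replicate showing at least 50% inhibition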
RAD54 branch – blocks human RAD54 Holliday junction branch migration; Q92698; FAM/BHQ fluorescence; inhibition, % at 10.4 µM; 360,000 compounds, 0.14% hits; AID 602329;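 active = mean normalized replicate activity at least 40 and at least half of replicates scoring 40 or more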;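 also: 0% = median of neutral control wells and 100% = median of positive control wells; inhibitors cause a drop in the FAM fluorescence signal; in these data hits start at about 50%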
Target sequence (Q92698 whole entry, looked up): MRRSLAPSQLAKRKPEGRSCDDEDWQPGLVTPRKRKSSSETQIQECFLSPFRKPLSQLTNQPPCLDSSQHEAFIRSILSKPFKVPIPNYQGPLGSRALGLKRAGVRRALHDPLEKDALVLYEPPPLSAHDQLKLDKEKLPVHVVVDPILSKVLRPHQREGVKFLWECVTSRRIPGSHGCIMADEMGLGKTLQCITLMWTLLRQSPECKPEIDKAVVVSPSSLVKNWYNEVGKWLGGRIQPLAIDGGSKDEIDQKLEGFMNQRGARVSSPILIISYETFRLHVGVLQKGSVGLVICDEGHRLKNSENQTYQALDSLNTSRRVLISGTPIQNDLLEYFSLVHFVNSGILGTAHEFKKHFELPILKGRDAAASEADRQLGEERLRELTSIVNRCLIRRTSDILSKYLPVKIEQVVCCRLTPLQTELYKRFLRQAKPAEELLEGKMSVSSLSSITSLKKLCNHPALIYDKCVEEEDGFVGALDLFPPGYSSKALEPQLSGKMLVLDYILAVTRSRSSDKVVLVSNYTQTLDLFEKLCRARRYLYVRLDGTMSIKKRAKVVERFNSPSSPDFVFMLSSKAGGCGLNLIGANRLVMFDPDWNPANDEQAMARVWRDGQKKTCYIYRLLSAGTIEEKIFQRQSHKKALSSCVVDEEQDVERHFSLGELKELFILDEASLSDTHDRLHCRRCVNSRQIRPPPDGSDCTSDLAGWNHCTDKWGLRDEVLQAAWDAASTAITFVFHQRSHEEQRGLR
ERAP1 inh – blocks human ERAP1 aminopeptidase activity; Q9NZ08; recombinant ERAP1, Leu-AMC fluorescence, 60 min; inhibition, % at 10.7 µM; 340,000 compounds, 0.15% hits;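 active = mean replicate inhibition of at least 30%, or all replicates individually reaching that 30% level; inactive = mean below 30% and not every replicate reaching it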;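 also: 0% = neutral control wells and 100% = L-leucinethiol positive control wells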
esBAF inh – SWI/SNF esBAF complex inhibition | AID 602393 | mouse ES cells, Bmi1-luciferase knock-in reporter, 24 h; 100% = twice the neutral-well signal | 350,000 compounds, 2% hits | reporter increase, % at 12.5 µM; in the data active = activation above about 40%;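 also: 0% = median of the plate's neutral control wells and 100% = double that signal; a rise in the Bmi1 reporter signal indicates esBAF inhibition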
GSIS activator – primary screen for activators of insulin secretion dependent on glucose, INS-1E cells, GLuc reporter luminescence; INS-1E GLuc reporter insulin secretion, 2-3 h; activation, % at 16.6 µM; 370,000 compounds, 0.61% hits; AID 743287;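 active = lowest replicate activation of at least 40%, so every replicate reaches that level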;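 also: 0% = median of neutral control wells and 100% = median of IBMX positive control wells; some compounds called inactive have numbers as strong as hits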
XiGFP reactiv – reactivates the inactive X chromosome in mouse fibroblasts. activation, % at 7.58 µM. 360,000 compounds, 0.055% hits. XiGFP mouse fibroblasts, % GFP-positive cells imaging, 3 d; cells co-treated with 5-aza-dC sensitizer; scaled so ellipticine positive control = 100%. AID 743238;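 active = mean normalized replicate activation at least 10% and every replicate at or above 10%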;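 also: 0% = median of on-plate neutral control wells and 100% = ellipticine 6 µM median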
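Material: SV40-immortalized XiGFP fibroblast cells, line 68-5-11 | Buffer or medium: DMEM containing 5-aza-dC | Dosing: One concentration, pinned | Times: 3 d treatment, 15 min room-temperature fixation | Controls: Ellipticine 6 µM positive control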
The depositor's hits bear a star; . = no result given. Rows are unselected, and some 3.3% of all compounds hit somewhere here.

SMILES	ARNT-TACC3 inh	F508del corr	RAD52 inh	RAD54 branch	ERAP1 inh	esBAF inh	GSIS activator	XiGFP reactiv
CC(C)NC(=O)N1CCCCN2[C@@H](CO)[C@@H](c3ccc(C#Cc4ccccc4F)cc3)[C@@H]2C1	2	-1.1	36	3	-1	-1	-15	0.1
CN(C)C(=O)c1ccc(-n2nc(C(F)(F)F)c3c2CCCC3)cc1	2	.	.	-3	.	-11	-1	.
CC(=O)N(C)C[C@@H]1Oc2ncc(/C=C/c3ccccc3)cc2C(=O)N([C@H](C)CO)C[C@H]1C	-8	4.2	5	3	-1	2	-2	0.4
C[C@@H]1CN([C@@H](C)CO)C(=O)c2cccc(NC(=O)CCCCCC(=O)Nc3ccccc3N)c2O[C@@H]1CN(C)S(=O)(=O)c1cccs1	.	2.4	-11	.	0	.	5	-1.1
CCCCN1C=C(C(=O)OCC)C(=O)CC1	-2	0.6	-4	-3	-2	-2	27	-0.1
O=C(N[C@@H]1CC[C@@H](CCNC(=O)C2CCCC2)O[C@@H]1CO)c1ccccn1	0	2.2	-8	6	1	-2	3	1.5
O=C1CC(C(=O)N2CCN(S(=O)(=O)c3cccc(F)c3)CC2)CN1Cc1ccccc1Cl (stereo not given)	1	0.9	13	.	1	.	-8	0.0
CC(C)=CC(=O)Nc1c(C)cc(C)cc1Cl	-8	-1.2	-1	.	-2	.	-6	0.4
Cc1ccc(NC(=O)NCC2CCN(Cc3cc(C)ccc3Cl)CC2)c(C)c1	5	2.7	-16	4	-1	.	-39	0.1
O=C1OC(c2cccc3c(F)cccc23)c2ccccc21 (stereo not given)	.	-2.2	-20	1	3	5	-12	0.0
Nc1nonc1-n1nnc(C(=O)N/N=C/c2c(Cl)cccc2Cl)c1CSC1=NCCS1	-2	-2.3	-10	-5	.	-2	3	-0.2
COc1ccc2c(CC(=O)N[C@@H](Cc3ccccc3)C(=O)O)cc(=O)oc2c1C	-10	1.1	0	-18	3	-2	5	0.0
Cc1ccc(S(=O)(=O)N2CC[C@@H]3[C@@H](CO)N(C)c4ccc(-c5ccc(C#N)cc5)cc4[C@@H]32)cc1	-4	4.0	-10	5	-2	-4	3	0.3
Cc1cc(C(=O)NC(C)C2CCCO2)cs1 (stereo not given)	-10	-1.4	-22	3	0	-6	16	.
COc1ccc(S(=O)(=O)N2CCCC2CNC(=O)C(=O)Nc2cccc(F)c2)cc1 (stereo not given)	-11	3.5	-17	2	0	19	-20	-0.1

6 of these compounds, set out differently:
Below each compound: ARNT-TACC3 inh, F508del corr, RAD52 inh, RAD54 branch, ERAP1 inh, esBAF inh, GSIS activator, XiGFP reactiv
Nc1nonc1-n1nnc(C(=O)N/N=C/c2c(Cl)cccc2Cl)c1CSC1=NCCS1
    -2, -2.3, -10, -5, ., -2, 3, -0.2
COc1ccc(S(=O)(=O)N2CCCC2CNC(=O)C(=O)Nc2cccc(F)c2)cc1 (stereo not given)
    -11, 3.5, -17, 2, 0, 19, -20, -0.1
Cc1ccc(S(=O)(=O)N2CC[C@@H]3[C@@H](CO)N(C)c4ccc(-c5ccc(C#N)cc5)cc4[C@@H]32)cc1
    -4, 4.0, -10, 5, -2, -4, 3, 0.3
C[C@@H]1CN([C@@H](C)CO)C(=O)c2cccc(NC(=O)CCCCCC(=O)Nc3ccccc3N)c2O[C@@H]1CN(C)S(=O)(=O)c1cccs1
    ., 2.4, -11, ., 0, ., 5, -1.1
CC(=O)N(C)C[C@@H]1Oc2ncc(/C=C/c3ccccc3)cc2C(=O)N([C@H](C)CO)C[C@H]1C
    -8, 4.2, 5, 3, -1, 2, -2, 0.4
CCCCN1C=C(C(=O)OCC)C(=O)CC1
    -2, 0.6, -4, -3, -2, -2, 27, -0.1

Ordered by the number under RAD52 inh (largest number first): 4 of the compounds above.
SMILES	RAD52 inh
CC(C)=CC(=O)Nc1c(C)cc(C)cc1Cl	-1
O=C(N[C@@H]1CC[C@@H](CCNC(=O)C2CCCC2)O[C@@H]1CO)c1ccccn1	-8
Nc1nonc1-n1nnc(C(=O)N/N=C/c2c(Cl)cccc2Cl)c1CSC1=NCCS1	-10
COc1ccc(S(=O)(=O)N2CCCC2CNC(=O)C(=O)Nc2cccc(F)c2)cc1 (stereo not given)	-17

The listing picks up; the four compounds before the break are reprinted first.
SMILES	ARNT-TACC3 inh	F508del corr	RAD52 inh	RAD54 branch	ERAP1 inh	esBAF inh	GSIS activator	XiGFP reactiv
COc1ccc2c(CC(=O)N[C@@H](Cc3ccccc3)C(=O)O)cc(=O)oc2c1C	-10	1.1	0	-18	3	-2	5	0.0
Cc1ccc(S(=O)(=O)N2CC[C@@H]3[C@@H](CO)N(C)c4ccc(-c5ccc(C#N)cc5)cc4[C@@H]32)cc1	-4	4.0	-10	5	-2	-4	3	0.3
Cc1cc(C(=O)NC(C)C2CCCO2)cs1 (stereo not given)	-10	-1.4	-22	3	0	-6	16	.
COc1ccc(S(=O)(=O)N2CCCC2CNC(=O)C(=O)Nc2cccc(F)c2)cc1 (stereo not given)	-11	3.5	-17	2	0	19	-20	-0.1
O=C(c1oc(=O)c2ccccc2c1-c1ccccc1)N1CCC(O)CC1	-13	1.2	-9	2	-3	1	6	0.2
COc1ccc(NC(=O)N(C)C[C@H]2Oc3cc(C#CCN(C)C)ccc3S(=O)(=O)N([C@@H](C)CO)C[C@H]2C)cc1	-2	-0.5	14	-15	0	1	2	0.1
COc1cc(CCC(C)NCc2ccccc2)ccc1O (stereo not given)	-15	1.1	-24	3	1	-5	11	0.1
COc1ccc(-c2cnc3c(c2)C(=O)N([C@H](C)CO)C[C@H](C)[C@H](CN(C)S(=O)(=O)c2ccc(C#N)cc2)O3)cc1	-5	1.7	9	4	-1	5	-18	0.1
COc1ccc(OC)c(Nc2nc(NCCCN(C)C)nc(N)c2[N+](=O)[O-])c1	-1	-1.0	95*	74*	3	.	-10	-0.1
CN(C)CC(=O)Nc1ccc2c(c1)[C@@H]1C[C@H](CC(=O)NCc3ccc(Cl)cc3)O[C@H](CO)[C@@H]1O2	-4	-1.2	7	7	3	5	-1	-0.1
COc1ccc(-c2noc(N3CCC(C(=O)Nc4ccc(F)cc4F)CC3)n2)cc1	28	0.2	-8	1	6	-26	10	0.1
O=C(NCCc1ccccc1)c1c(F)c(F)c(F)c(F)c1F	2	.	-5	.	0	.	1	0.1
COc1ccc(-c2ccc([C@H]3[C@H]4CN(S(=O)(=O)c5cccs5)CCCCN4[C@H]3CO)cc2)cc1	9	0.8	-11	-8	1	.	-8	0.2
O=c1c2ccccc2nc(SCc2ccc([N+](=O)[O-])cc2)n1-c1ccc(Cl)cc1	.	1.0	-4	.	4	.	-10	0.1
O=C(O)CN1CCN(Cc2ccccc2F)C1=O	-13	-2.1	-10	8	-3	-6	10	0.0
Cc1ccc(C(=O)NCC(=O)NCC(c2cccs2)N(C)C)cc1C (stereo not given)	21	-1.8	-8	5	-8	1	-9	-0.1
CCCC(CCC(=O)Nc1nccs1)C(=O)O (stereo not given)	-6	0.8	-17	.	-1	.	0	0.0
CC(=O)N1CCCC1C(=O)O (stereo not given)	-3	-11	-1	2	-5	3	.	0.3
CCOc1cnc(-c2c(-c3c(F)cccc3Cl)noc2C)o1	-21	-1.4	-18	-6	3	-6	-3	0.0
COc1cc(C2C(C#N)=C(N)N(N(C)C)C3=C2C(=O)CC(C)(C)C3)cc(OC)c1OC (stereo not given)	.	1.6	11	.	3	.	-15	0.0
O=S1(=O)CC=C(CSC(=S)NC2CCS(=O)(=O)C2)C1 (stereo not given)	-1	0.9	-10	.	2	.	-4	0.0
CO[C@H]1CN(C)C(=O)c2ccc(NC(=O)NC(C)C)cc2OC[C@@H](C)N(C(=O)NC(C)C)C[C@@H]1C	-10	1.8	8	11	2	0	3	-0.2
Cc1ccc(C2=NN=C(NC(=O)C(F)(F)F)SC2)cc1	3	-0.4	1	5	2	38	8	0.5
CC(=O)Nc1cc(-c2ccc(C(=O)N3CCOCC3)cc2)cn2c(-c3ccc(F)c(Cl)c3)cnc12	.	-0.5	-13	-1	3	4	-1	0.0
NS(=O)(=O)c1ccc(CCNC(=O)CCNC(=O)c2ccco2)cc1	0	1.0	-4	-2	-1	-9	-3	0.0
Cc1ccc2c(SCC(=O)NCc3ccco3)nc(-c3ccc(F)cc3)nc2c1	18	.	.	1	.	3	28	.
Brc1ccccc1CN1CCC(Cc2ccccc2)CC1	-8	-1.1	-2	9	0	-3	-6	0.1
CCC1CN(C(=O)Nc2cccc(C)c2)c2cc(C)ccc2O1 (stereo not given)	0	-2.6	-11	.	5	.	-27	-0.6
O=C(C[C@H]1CC[C@H](NC(=O)CN2CCOCC2)[C@@H](CO)O1)NC1CCCCC1	7	-1.5	-4	0	-1	-6	-9	-1.4
COc1cc(/C=C(\NC(C)=O)C(=O)NC(C)(C)C)ccc1OC(C)=O	0	.	.	8	.	.	-3	-0.1
Cc1cccc(NS(=O)(=O)c2ccc(C(=O)NCC(c3ccco3)N3CCCCC3)cc2)c1C (stereo not given)	0	-1.2	-20	11	3	4	-38	0.2
O=C(Cc1ccccc1[N+](=O)[O-])NC1CC1	-3	-1.7	-11	.	9	.	-1	0.1
COc1ccc(N(C)C(=O)Cc2c(C(=O)O)[nH]c3ccccc23)c(OC)c1	-2	2.0	6	.	-6	.	8	0.0
COc1ccc(CN(C)C(=O)c2cccc(S(=O)(=O)N3CCN(c4ccccc4)CC3)c2)c(OC)c1OC	4	-1.0	-2	.	1	-9	-66	-0.7
C[C@H]1CCCCO[C@H](CN(C)C(=O)Cc2ccccc2)[C@@H](C)CN([C@@H](C)CO)C(=O)c2cc(NC(=O)Nc3ccc4c(c3)OCO4)ccc2O1	38	0.2	14	2	-4	1	-13	0.9
COc1ccc(/C=N/Nc2nc(-c3cccnc3)nc3ccccc23)cc1OC	0	-2.8	-39	.	.	.	-18	0.3
Nc1cc(N)cc(C(=O)c2ccccc2)c1	.	0.7	89*	6	3	8	4	0.0
CCC(=O)Nc1nc2ccccc2n1Cc1ccccc1Cl	.	4.7	-19	2	3	.	5	0.3
OCCCNc1ncnc2oc(-c3ccccc3)c(-c3ccccc3)c12	3	1.8	-25	9	-1	16	6	0.1
N#Cc1nc(COc2ccccc2)oc1N1CCC(Cc2ccccc2)CC1	.	.	-16	-11	-2	-9	-7	.
Cc1nn(CCc2nn[nH]n2)c2nc(-c3ccc(C4CCCCC4)cc3)cc(C(F)(F)F)c12	22	-3.2	-15	.	1	.	4	0.0
CN(C)C(=O)CCC(=O)N1CCCCC1C(=O)Nc1ccc(Oc2ccccc2F)cc1 (stereo not given)	-45	-0.7	-19	-11	-5	5	-17	0.1
Cc1cccc(N2CCN(C(=O)C3CCN(c4nnc(-n5cccc5)s4)CC3)CC2C)c1 (stereo not given)	6	0.4	-10	-2	-1	7	-19	1.3
O=C(C[C@H]1C[C@@H]2c3cc(NC(=O)CC4CC4)ccc3O[C@@H]2[C@H](CO)O1)NCc1ccccc1F	-8	0.2	2	-6	0	-4	-1	0.0
